AT treatment – potential ataxia-telangiectasia treatment. […] A-T fibroblasts, KAP-1 phosphorylation AlphaLISA; neocarzinostatin DNA damage 30 min before lysis. Potency, µM (series often up to 57.5 µM), without a hit: at the highest dose activation, hits mostly activators. hit rate 0.19% among 320,000; note: potency is the fitted concentration of half-maximal effect; % of control where 0% means no effect; nearly all actives have a fitted effect of over 45% in size
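hTERT-immortalized A-T patient fibroblasts ([…]), 500 cells/well in OPTI-MEM, 1% FBS, got compounds for 60 min, then NCS for 30 min at 37C. Lysates were then assayed for phospho-KAP-1 by AlphaLISA (anti-pKAP1 donor, anti-KAP1 acceptor beads), 6 hr at 25C.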
Coupling enz – inhibits coupling enzyme system, counter-screen for aldolase hits | coupling enzyme system counterscreen, AmpLite Red fluorescence | activity change, negative = inhibition, % at 58.2 µM, hits read low | hit rate 0.67% among 290,000 | AID 2472; in the data active = activity change below about -30%; note: % is set by controls: 0 for no effect and ±100 for the full control effect
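Compounds tested against the coupling enzymes alone at 57.5 uM final; readout was AmpLite Red fluorescence (525/598 nm) after 20 min at RT.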
Tb PFK block – blocks T. brucei phosphofructokinase; O15648; T. brucei PFK, ADP-Glo luminescence; Potency, µM (titrated, usually from 57.5 µM), inactives show at the top dose activity, negative = inhibition, actives largely listed as inhibitors; hit rate 0.17% among 330,000; AID 485367;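 note: potency is the fitted concentration of half-maximal effect; 0% = uninhibited 1x PFK enzyme wells and -100% = no-enzyme wells; nearly all actives have a fitted effect of over 60% in size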
Target sequence (O15648 whole entry, looked up): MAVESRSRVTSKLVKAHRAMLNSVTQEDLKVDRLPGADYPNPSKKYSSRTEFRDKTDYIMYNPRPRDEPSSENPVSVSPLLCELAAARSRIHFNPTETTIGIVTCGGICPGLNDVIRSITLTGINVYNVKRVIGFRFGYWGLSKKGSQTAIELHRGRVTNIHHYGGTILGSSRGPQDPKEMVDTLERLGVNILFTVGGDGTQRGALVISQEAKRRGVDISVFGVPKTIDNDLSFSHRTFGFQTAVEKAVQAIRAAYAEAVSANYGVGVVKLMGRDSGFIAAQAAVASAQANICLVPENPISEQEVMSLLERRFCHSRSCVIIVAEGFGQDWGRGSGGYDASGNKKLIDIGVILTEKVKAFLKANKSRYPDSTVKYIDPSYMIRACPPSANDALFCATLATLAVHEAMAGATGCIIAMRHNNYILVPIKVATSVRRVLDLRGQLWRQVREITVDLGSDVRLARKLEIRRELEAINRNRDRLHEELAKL
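1.25 nM PFK with 0.5 mM F6P and 0.1 mM ATP in 0.1 M TEA pH 8.0, 5 mM MgCl2, incubated 45 min at room temperature; ADP measured by ADP-Glo luminescence; compounds titrated up to 57 uM.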
TSHR antag – human thyrotropin receptor antagonism. P16473. TSHR-expressing cells, TSH-stimulated cAMP HTRF, 2 h; active compounds read low. activity change, negative = inhibition, % at 11.5 µM. hit rate 0.2% among 330,000. AID 504810;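 active = activity change below a set negative limit, meaning inhibition stronger than a set level, cut at about -70% in these data; inconclusive = activity change between two set negative limits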; note: % is set by controls: 0 for no effect and ±100 for the full control effect
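TSHR-expressing cells, 200/well, pre-treated with compound, then stimulated with EC80 TSH (4nM final) for 2 hours at 37 deg C. cAMP measured by competitive HTRF: anti-cAMP cryptate antibody in lysis buffer plus cAMP-d2, read after 30 minutes at room temperature.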
KCNH2 WT inh – inhibitors of human wildtype KCNH2 potassium channel; AID 720551; activity change, % at 1.84 µM; Q12809; U2OS, BacMam KCNH2, thallium flux FluxOr; active compounds read low; hit rate 0.37% among 340,000;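 active = maximum activity change below -70%; inconclusive = maximum activity change between -70% and -50%; inactive = maximum activity change above -50%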; note: % is set by controls: 0 for no effect and ±100 for the full control effect
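U2OS cells transduced with wild-type KCNH2 virus are loaded with FluxOr dye for 45 min, and thallium flux is measured in kinetic reads before and after stimulation buffer. Rate constants are normalized to DMSO controls.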
Chronic BCR inh – blocks chronic active B-cell receptor signaling; Potency, µM (series often up to 46.1 µM), inactives show at the highest dose ratio change, negative = lower green/red ratio, hits mostly inhibitors; ABC-DLBCL IkBa-CBG/CBR reporter, luminescence ratio, 4 h; hit rate 0.05% among 340,000; active = well fitted inhibition curve with a large enough effect in the signal ratio, with a control signal flat, not every such curve was filed as active; inconclusive = small, poorly fitted or top-dose-only effect, or effect the other way, or a change in a side signal; the % refers to the signal ratio;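 note: potency is the fitted concentration of half-maximal effect; plate controls were basal doxycycline-induced cells for no effect and cells given 10 µM MG132 for full effect; MG132 reads +100%, hits lower the ratio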
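Cell line TMD8 (human ABC DLBCL), stably expressing tet-inducible CBG68-IkBa fusion and CBR; IMDM/0.5% FBS; cpd up to 46 uM; dox induction, 4 h, 37C/5% CO2; dual luminescence; green/red ratio; MG132 control.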
TCR activator – activators of T cell receptors; primary human leukocytes, anti-CD3, IL-2 HTRF, 48 h; Potency, µM (series often up to 9.22 µM), without a hit: at the highest dose activation of IL-2 secretion, hits mostly activators; 330,000 tested, under 10 active; note: % of control where 0% means no effect
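Primary human leukocytes receive a-CD3 beads and test compound and are incubated 48 hr. Secreted IL-2 is then assayed by HTRF, measuring 665nm acceptor emission after 320nm excitation of the europium donor.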
Giardia killer – Giardia lamblia killing. Giardia lamblia trophozoite viability. activity change, % at 7.66 µM, hits read low. hit rate 0.15% among 340,000. AID 540267; in the data active = activity change below about -80%; inconclusive = between about -30% and that limit;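 note: parasites exposed to compound for two days anaerobically before the ATP read; % is set by controls: 0 for no effect and ±100 for the full control effect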
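Each well holds 100 Giardia trophozoites and compound. After two days (48 hrs) at 37 deg C in anaerobic conditions, ATP is quantified by luminescence.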
GALK inhibitor – galactokinase (human) inhibition; P51570; hit rate 0.007% among 270,000; Purified GALK, Kinase-Glo residual ATP luminescence; Potency, µM (titrated, usually from 57.5 µM), for inactives: at the top dose activity change, negative = inhibition, hits mostly inhibitors; AID 1868; note: potency is the fitted concentration of half-maximal effect; % is set by controls: 0 for no effect and ±100 for the full control effect
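Compounds were pin-transferred into ATP buffer (35 uM final), then GALK plus galactose (5 nM, 100 uM final) was added. After 1 h at room temperature, Kinase-Glo Plus was added and luminescence read after 10 min.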
MLL CXXC-DNA inh – inhibitors of human MLL CXXC domain-DNA interaction; AID 2662; MLL-CXXC / FITC-HOXA9 DNA fluorescence polarization; Potency, µM (series often up to 115 µM), for inactives: at the top dose activity change, negative = inhibition, hits mostly inhibitors; hit rate 0.037% among 290,000; active = well fitted inhibition curve with a large enough effect in the polarisation, with a control signal flat, not every such curve was filed as active; inconclusive = small, poorly fitted or top-dose-only effect, or effect the other way, or a change in a side signal; inactive = no such curve, though single readings can be large or run the other way; the % refers to the polarisation; note: potency is the fitted concentration of half-maximal effect
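Fluorescence polarization: 7 uM MLL-CXXC (stock) preincubated 5 min with compounds, then 50 nM fluorescein-HOX-A9 DNA (stock) added; 30 min ambient. Buffer 50 mM Tris-HCl pH 7.5, 50 mM NaCl, 1 mM DTT, 0.05% BSA.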
Active calls of the source: *; ? = inconclusive; nt = no result given; & = joins results of further samples; [ ] = remark or other dose. Unless noted, calls come from the whole dose curve; as a rule, active = well fitted curve in the direction sought with a large enough effect; inconclusive = small, poorly fitted or top-dose-only effect, or another doubt; inactive = no such curve, though single readings can be large; an effect the other way counts as inactive or inconclusive.

SMILES | AT treatment | Coupling enz | Tb PFK block | TSHR antag | KCNH2 WT inh | Chronic BCR inh | TCR activator | Giardia killer | GALK inhibitor | MLL CXXC-DNA inh
COC(=O)c1ccc(Nc2cc(C)nc3ccccc23)cc1 | -9% | 2 | 2% | -4 | 3 | -10% | 1% | 3 | -1% | 6%
CN1CCN(c2ccc(NC(=O)CSc3ccccc3)cc2F)CC1 | 0% | -2 | -3% | 5 | 29 | ? | -2% | -3 | 0% | 5%
CCNC(=O)Nc1cc(S(=O)(=O)Nc2ccc(OC)cc2)ccc1N1CCOCC1 | -3% | nt | -1% | -7 | -3 | -8% | 0% | -6 | nt | nt
COc1ccc(-n2nc(C(=O)NCC(=O)O)c3ccccc3c2=O)cc1 | -9% | 0 | 1% | -15 | -25 | 0% | 7% | 8 | 9% | 6%
O=C(Nc1ccccc1F)C(=O)Nc1cccc2ccccc12 | 3% | 0 | 0% | 12 | 2 | nt | nt | 6 | -4% | 7%
O=C(COC(=O)c1ccc(O)cc1)NCCc1c[nH]c2ccccc12 | 5% | nt | 1% | -16 | 3 | ? | 2% | 12 | nt | nt
CC(=O)Nc1ccc(C(=O)OCc2ccc(F)cc2)cc1 | -4% | 10 | ? | 8 | -2 | ? | -1% | 4 | 3% | 5%
CN1CCC(OC(=O)COc2ccc(Br)cc2)CC1 | 4% | -1 | 0% | 5 | 16 | 7% | -2% | -22 | 15% | -23%
COc1ccc(C(=O)c2c(NC(C)=O)sc3c2CCN(C(=O)OC(C)(C)C)C3)cc1 | 7% | -1 | 1% | -11 | -4 | ? | -86% | 2 | -2% | -8%
CCOc1ccc(S(=O)(=O)N2CCOCC2)cc1NC(=O)CSC(=S)N1CCCC1 | -10% | nt | -13% | 11 | 9 | 5% | -4% | -10 | nt | nt
O=[N+]([O-])c1ccc(S(=O)(=O)N2CCN(Cc3ccco3)CC2)cc1 | -1% | 0 | -1% | 2 | 0 | -3% | -2% | -6 | 5% | -2%
CCC1=C(OC(=O)N(CC)CC)N2C(=O)OC(=NCC3CC3)[C@]2(C)[C@H]2C1=CC[C@H]1C(=O)NC(=O)[C@H]12 | 3% | 1&0 | 1% | 14 | 3 | -3% | 3% | ? | 3% | 8%
O=C(NCCCN1CCOCC1)c1cn(-c2ccccc2)nc1-c1ccc(Br)cc1 | 5% | nt | -4% | 6 | 9 | -13% | 1% | 0 | nt | nt
CCCCN(CCCC)C(=O)CCS(=O)(=O)c1ccc2c(c1)n(C)c(=O)c(=O)n2C | -10% | 2 | 2% | -4 | -4 | ? | -2% | -4 | -1% | 4%
Cc1ccc(S(=O)(=O)NCCc2nnc3ccc(SCC(=O)Nc4nc(C)cs4)nn23)cc1 | 5% | 3 | 5% | 4 | 11 | 1% | 1%[46.1 µM] | -1 | 1% | 7%

Entries of single compounds as entered above. Screens in order: AT treatment, Coupling enz, Tb PFK block, TSHR antag, KCNH2 WT inh, Chronic BCR inh, TCR activator, Giardia killer, GALK inhibitor, MLL CXXC-DNA inh
Shown for CN1CCN(c2ccc(NC(=O)CSc3ccccc3)cc2F)CC1 = 0%, -2, -3%, 5, 29, ?, -2%, -3, 0%, 5%
Shown for COc1ccc(C(=O)c2c(NC(C)=O)sc3c2CCN(C(=O)OC(C)(C)C)C3)cc1 = 7%, -1, 1%, -11, -4, ?, -86%, 2, -2%, -8%
Shown for CCNC(=O)Nc1cc(S(=O)(=O)Nc2ccc(OC)cc2)ccc1N1CCOCC1 = -3%, nt, -1%, -7, -3, -8%, 0%, -6, nt, nt
Shown for O=C(Nc1ccccc1F)C(=O)Nc1cccc2ccccc12 = 3%, 0, 0%, 12, 2, nt, nt, 6, -4%, 7%
Shown for COc1ccc(-n2nc(C(=O)NCC(=O)O)c3ccccc3c2=O)cc1 = -9%, 0, 1%, -15, -25, 0%, 7%, 8, 9%, 6%

Later entries:
SMILES | AT treatment | Coupling enz | Tb PFK block | TSHR antag | KCNH2 WT inh | Chronic BCR inh | TCR activator | Giardia killer | GALK inhibitor | MLL CXXC-DNA inh
CN(C(=O)COC(=O)CCCN1C(=O)c2cccc3cccc(c23)C1=O)C1CCS(=O)(=O)C1 (stereo not drawn) | 2% | nt | -1% | -6 | 5 | ? | 6% | 3 | nt | nt
c1ccc(N2CCN(c3ccccc3)C2c2ccncc2)cc1 | 9% | -8 | -14% | -14 | -9 | 14% | 4% | -4 | 0% | 13%
Cn1nc(C(=O)N2CCN(c3ccc(F)cc3)CC2)c2c1-c1ccccc1S(=O)(=O)C2 | -4% | nt | 4% | 0 | 1 | 0% | -1% | -19 | 6% | -1%
CCCCOC(=O)C(C)Oc1ccc(=O)n(-c2ccccc2)n1 (stereo not drawn) | 5% | 2 | 1% | 2 | -3 | 10% | -3% | -14 | 2% | -16%
CN(C)/C=C(/C(=O)c1ccc(Cl)c(Cl)c1)c1nnnn1-c1ccccc1 | -9% | 8 | ? | -1 | -5 | -3% | -4% | 30 | 5% | -3%
O=C(O)C1(c2ccccc2)CCN(S(=O)(=O)c2ccc(F)c(F)c2)CC1 | 4% | 3 | -4% | 6 | -6 | -1% | 4% | 9 | -2% | -4%
Cc1nc2ccccn2c1C(=O)N/N=C/c1ccccc1 | -8% | 3 | 5% | 6 | -9 | 2% | 4% | 8 | 2% | 18%

From PubChem BioAssay
